Rpn11 inh – Rpn11 (human) deubiquitinase inhibition; 360,000 tested, 0.59% active; human 26S proteasome, Ub4-pepOG fluorescence polarization; 20S core pre-blocked with epoxomicin; AID 588493; O00487; calls only at 20 µM;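 active = inhibition at 20 µM, scaled to each plate's controls, above about 33%, limit read from the data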
SUMO1 PPI mod – SUMO1-SIM interaction modulation; inhibition, % at 20 µM; AID 602429; SUMO1 binding to a labelled peptide, TR-FRET, 1 h; P63165; 360,000 tested, 0.33% active; in the data active = inhibition above about 37%
NadD inh – NadD (S. aureus) enzyme inhibition; purified NadD enzyme, colorimetric absorbance read-out; inhibition, % at 20 µM; 360,000 tested, 0.78% active; in the data active = inhibition above about 26%; note: some compounds past the cut are filed as inactive
CSN inh – CSN deneddylation inhibition. Purified CSN, SCF-Nedd8-OG deneddylation, fluorescence polarization. inhibition, % at 12.5 µM. 360,000 tested, 0.38% active;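 active = pattern-corrected inhibition above about 35%, with an unprinted fluorescence ratio check between 0.5 and 1.5, limit read from the data, passing the limit was not always enough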;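 note: 0% = enzyme with substrate and 100% = substrate without enzyme; some results filed as inactive read as strong as hits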
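Assay system: Purified human Csn5 enzyme expressed in HEK293T cells | Amount: Enzyme 0.24 nM | Measured by: Fluorescence polarization readout | Medium: Tris/NaCl/DTT buffer, pH 7.5 | Compound dosing: One concentration, 12.5 µM, 0.25% DMSO | Times: 90 min incubation of compound, enzyme and substrate at room temperature | Control set: no-enzyme wells high, enzyme-with-substrate wells low | Read-out: % inhibition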
LMPTP inh – blocks human LMPTP phosphatase. recombinant LMPTP-A, OMFP fluorogenic substrate, fluorescence intensity. inhibition, % at 20 µM. 360,000 tested, 0.22% active. AID 651560;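 active = compounds that cut the enzyme signal by at least half of the control window in the single-dose screen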;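 note: plate controls were DMSO wells with enzyme plus substrate for no effect and substrate without enzyme for full effect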
Target sequence (P24666 whole entry, looked up): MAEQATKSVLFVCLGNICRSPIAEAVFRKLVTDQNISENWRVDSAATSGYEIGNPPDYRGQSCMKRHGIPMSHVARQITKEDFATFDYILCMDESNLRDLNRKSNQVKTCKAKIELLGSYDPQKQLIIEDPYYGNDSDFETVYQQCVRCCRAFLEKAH
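Test system: LMPTP-A phosphatase enzyme; input: 0.625 nM LMPTP-A final; reagent: OMFP substrate, 400 µM final; compound dosing: 20 µM single dose, 3% DMSO; incubation: 50 min dark incubation at room temperature; measured by: endpoint fluorescence intensity from OMFP dephosphorylation; measure: % inhibition relative to no-enzyme and uninhibited control wells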
PABP1 MLLE inh – blocks PAM2 peptide binding to the PABP1 MLLE domain. P11940. GST-MLLE / FITC-PAM2 fluorescence polarization. inhibition, % at 20 µM. 360,000 tested, 0.36% active; in the data active = inhibition above about 35%, passing the limit was not always enough;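 note: plate controls were DMSO wells with GST-MLLE for no effect and wells lacking GST-MLLE protein for full effect; some results filed as inactive read as strong as hits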
DNMT1 inh – DNMT1 (human) enzyme inhibition. P26358. DNMT1 molecular beacon, Hinp1I cleavage, fluorescence. inhibition (reported as % activation of signal), % at 10 µM. 360,000 tested, 0.83% active; in the data active = inhibition above about 50%
STEP inh – blocks human striatal-enriched tyrosine phosphatase | P54829 | recombinant STEP, OMFP fluorogenic substrate, fluorescence | inhibition, % at 20 µM | 360,000 tested, 0.25% active | AID 588621;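 active = inhibition at 20 µM, scaled per plate between control wells, above about 37%, limit read from the data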;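 note: 0% = DMSO with enzyme and substrate and 100% = substrate only without enzyme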
Target sequence (P54829 whole entry, looked up): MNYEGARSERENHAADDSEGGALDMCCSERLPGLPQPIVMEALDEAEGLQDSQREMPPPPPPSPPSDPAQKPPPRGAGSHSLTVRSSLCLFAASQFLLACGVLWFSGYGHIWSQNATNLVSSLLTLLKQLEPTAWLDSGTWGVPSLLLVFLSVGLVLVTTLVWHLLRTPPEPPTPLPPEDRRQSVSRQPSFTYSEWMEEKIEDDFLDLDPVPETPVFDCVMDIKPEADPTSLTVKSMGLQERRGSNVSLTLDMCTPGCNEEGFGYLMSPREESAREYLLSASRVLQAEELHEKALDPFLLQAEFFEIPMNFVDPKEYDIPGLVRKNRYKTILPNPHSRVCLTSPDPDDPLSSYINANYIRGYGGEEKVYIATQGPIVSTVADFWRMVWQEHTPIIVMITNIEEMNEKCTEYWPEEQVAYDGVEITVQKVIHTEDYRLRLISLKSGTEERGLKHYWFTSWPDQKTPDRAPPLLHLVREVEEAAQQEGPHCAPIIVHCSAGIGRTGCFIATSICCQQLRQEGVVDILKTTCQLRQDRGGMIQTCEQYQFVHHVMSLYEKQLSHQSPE
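System: isolated STEP enzyme; schedule: 20 min enzyme reaction at room temperature, protected from light; medium: Bis-Tris buffer pH 6.0, 2.5 mM DTT, 0.005% Tween 20; signal: fluorescence, 480/540 nm; dosing: single compound dose of 20 µM, 1% DMSO final; also added: OMFP substrate, 25 µM final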
Tb MetRS inh – Trypanosoma brucei MetRS inhibition; inhibition, % at 11.9 µM; purified T. brucei MetRS, ATP depletion, Kinase-Glo luminescence; AID 624268; 360,000 tested, 0.4% active;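 active = inhibition above a per-plate cutoff of the control wells' mean inhibition plus 3 SD, cut at about 5.5% in these data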;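 note: 0% = DMSO wells median and 100% = median of wells with control inhibitor compound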
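Material: T. brucei methionyl-tRNA synthetase, purified; reagent: substrates ATP, L-methionine and bulk Escherichia coli tRNA; dosing: 11.9 µM single point; timing: 15 min plus 2 h at 25 °C; detection: luminescence of leftover ATP; evaluation: % inhibition; control set: DMSO-only wells as low control; replicates: singlicate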
Scp1 inh – blocks human Scp-1 phosphatase activity; Q9GZU7; Recombinant Scp1, phosphopeptide, malachite green phosphate absorbance; inhibition, % at 20 µM; 340,000 tested, 0.88% active;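 active = inhibition above about 50% at 20 µM, limit read from the data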;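 note: plate controls were DMSO wells with enzyme for no effect and wells lacking enzyme for full effect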
Target sequence (Q9GZU7 76-261 limits assumed): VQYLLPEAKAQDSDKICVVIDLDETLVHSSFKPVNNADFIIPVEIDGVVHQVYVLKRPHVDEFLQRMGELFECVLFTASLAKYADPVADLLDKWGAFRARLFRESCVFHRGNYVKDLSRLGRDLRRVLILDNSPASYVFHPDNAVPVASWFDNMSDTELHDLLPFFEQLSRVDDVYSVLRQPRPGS
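Test system: SCP-1 catalytic domain; Buffer or medium: Acidic Tris acetate buffer with magnesium and detergent; Also added: Phosphorylated 17-residue peptide substrate; Compound: single 20 µM dose, 1% DMSO; Schedule: enzyme reaction 45 min at room temperature, colour 5 min, stabilisation 30 min; Signal: Phosphate-binding colour reagent, absorbance read at 630 nm.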
* hit, by the source's call; i = inactive; / = not tested or not shown.

SMILES | Rpn11 inh | SUMO1 PPI mod | NadD inh | CSN inh | LMPTP inh | PABP1 MLLE inh | DNMT1 inh | STEP inh | Tb MetRS inh | Scp1 inh
Cc1ccc(SCC(=O)OCC(=O)N(C)CC(=O)Nc2ccccc2Cl)cc1 | i | 0 | -8 | -6 | -0.5 | 2 | 1 | -2 | -0.6 | -8
COc1ccc(NC2(c3ccc(Cl)cc3)C(=O)c3ccccc3C2=O)cc1 | i | -2 | -6 | 3 | 1.9 | 11 | -7 | -4 | -0.2 | -12
CCOc1ccccc1CNCCN1CCOCC1 | i | 4 | -5 | 7 | -3.7 | -3 | 15 | 8 | -0.4 | -6
Cc1ccc(C)c(C(=O)CSc2nnc(C)s2)c1 | i | 3 | 6 | -4 | -1.2 | 4 | -1 | 3 | -0.7 | -3
CCOC(=O)c1cc(C#N)c(Oc2cccc(C(F)(F)F)c2)nc1-c1ccccc1 | i | -6 | 3 | 7 | 2.3 | -4 | 10 | 4 | -0.7 | -10
O=C(CCn1cccc1)NCc1ccccc1 | i | -1 | -6 | 0 | 0.2 | -5 | 1 | 4 | -0.7 | 3
Cc1csc(CNC(=O)C2CCC(=O)N(CCCc3ccccc3)C2)n1 (stereo not given) | i | 2 | -6 | -2 | -1.6 | 10 | 4 | 0 | -0.1 | 19
CCc1ccc(C(=O)NNC(=O)C2CC(=O)N(c3ccc4c(c3)OCCO4)C2)cc1 (stereo not given) | i | 1 | -5 | -6 | 0.3 | -7 | -1 | 1 | -0.5 | -1
CCCN(CCC)CCCNC(=O)c1cn(CCOC)c(=O)c2c1c1ccccc1n2C | i | -2 | -9 | 5 | -0.8 | -10 | -9 | 0 | -0.1 | -8
Cc1ccc(-n2ccc(=O)c(C(=O)Nc3ccc(S(=O)(=O)Nc4nccc(C)n4)cc3)n2)cc1 | i | 1 | 8 | 15 | 3.3 | -15 | 18 | 1 | 0.1 | 13
CCOc1ccccc1CN1CCN(Cc2cccc3nonc23)CC1CCO (stereo not given) | i | -15 | 0 | -14 | 0.6 | -12 | 1 | 2 | -0.1 | -3
O=C1c2cc(S(=O)(=O)NCCCO)ccc2-c2ccc(S(=O)(=O)NCCCO)cc21 | i | -9 | 8 | -4 | -1.2 | 4 | -3 | 1 | -0.1 | -4
CCOC(=O)C1=C(C)NC(=S)NC1c1ccc(-c2ccc(Cl)cc2)o1 (stereo not given) | i | -5 | 6 | 4 | 2.0 | 28 | -4 | -1 | -0.3 | -13
Cc1cc(=O)oc2c(C)c(OCC(=O)N3CCC(C(=O)O)CC3)ccc12 | i | 9 | -2 | 3 | 1.4 | -10 | -3 | -2 | -2.9 | -1
COCCN(C(C)=O)c1nnc(-c2cnccn2)s1 | i | -4 | 2 | 3 | -0.5 | -4 | -1 | -2 | -0.2 | -5

Of the compounds above, two have an aryl thioether with sulfur outside any ring:
SMILES | Rpn11 inh | SUMO1 PPI mod | NadD inh | CSN inh | LMPTP inh | PABP1 MLLE inh | DNMT1 inh | STEP inh | Tb MetRS inh | Scp1 inh
Cc1ccc(SCC(=O)OCC(=O)N(C)CC(=O)Nc2ccccc2Cl)cc1 | i | 0 | -8 | -6 | -0.5 | 2 | 1 | -2 | -0.6 | -8
Cc1ccc(C)c(C(=O)CSc2nnc(C)s2)c1 | i | 3 | 6 | -4 | -1.2 | 4 | -1 | 3 | -0.7 | -3

Complete entries as entered above. Order of screens: Rpn11 inh | SUMO1 PPI mod | NadD inh | CSN inh | LMPTP inh | PABP1 MLLE inh | DNMT1 inh | STEP inh | Tb MetRS inh | Scp1 inh
O=C(CCn1cccc1)NCc1ccccc1 across the screens: i | -1 | -6 | 0 | 0.2 | -5 | 1 | 4 | -0.7 | 3
CCOC(=O)C1=C(C)NC(=S)NC1c1ccc(-c2ccc(Cl)cc2)o1 (stereo not given) across the screens: i | -5 | 6 | 4 | 2.0 | 28 | -4 | -1 | -0.3 | -13

Next structures
SMILES | Rpn11 inh | SUMO1 PPI mod | NadD inh | CSN inh | LMPTP inh | PABP1 MLLE inh | DNMT1 inh | STEP inh | Tb MetRS inh | Scp1 inh
CCOC(=O)c1c(CN(C)C)n(-c2ccccc2)c2cc(Br)c(OC)cc12 | i | -6 | -3 | -11 | 0.8 | 11 | 3 | 0 | 0.1 | -3
Cc1cc(C)cc(N(CC(=O)Nc2cccc(C)n2)S(=O)(=O)c2c(C)noc2C)c1 | i | 1 | -3 | -1 | 0.9 | -17 | -1 | -1 | -0.3 | -9
CCCCN1C(=O)C(CC(=O)NCCCN(C)C)CC(C(=O)N2CCOCC2)=C1C (stereo not given) | i | -3 | 9 | 0 | -5.8 | -7 | 5 | -1 | -0.8 | /
CCS(=O)(=O)N1CCCC(C(=O)NCc2ccc(C)cc2)C1 (stereo not given) | i | 0 | -2 | 4 | -0.9 | 6 | 1 | 0 | -0.9 | 4
Cc1ccc2[nH]c3c(c2c1)CN(C)CC3 | i | 0 | -6 | -3 | -1.5 | 0 | -2 | -3 | -0.4 | -7
Cc1nnc(NC(=O)C2COc3ccccc3O2)s1 (stereo not given) | i | 2 | -3 | 1 | -1.0 | 8 | 4 | 2 | -0.2 | -4
O=C1CC(N2CCSCC2)C(=O)N1CCc1ccccc1 (stereo not given) | i | 0 | -4 | 6 | -1.0 | 1 | -1 | 3 | -0.6 | -10
COc1ccccc1N(CC(=O)N(C)Cc1ccccc1)S(=O)(=O)c1cccs1 | i | -3 | -3 | 1 | -1.4 | -1 | -2 | -2 | -0.2 | -4
CCOc1cc(/C=C2/NC(=S)NC2=O)ccc1OCc1ccc([N+](=O)[O-])cc1 | i | -6 | 25 | 7 | 21 | -2 | 52* | 8 | -1.5 | 0
Cn1c(Cc2ccccc2)n[nH]c1=S | i | -2 | -1 | -6 | -1.8 | -28 | 2 | -2 | -0.6 | -4
C=C(C)CSc1nc(N)c2c(C)c(C)sc2n1 | i | -1 | 8 | 3 | -2.1 | 4 | 5 | -4 | -1.3 | 6
COc1ccc(Cl)cc1Nc1nc(C)cc(C)c1C(N)=O | i | 0 | -2 | 4 | -1.4 | 5 | 5 | -11 | -0.1 | -6
CCCCCNC(=O)CCCCn1c(=O)[nH]c2cc(OCC)c(OCC)cc2c1=O | i | -6 | 4 | 0 | -1.0 | 0 | 2 | -3 | -0.3 | -3
CC(C)(C)c1ccc(C(=O)N2CCN(S(=O)(=O)c3ccc(Br)s3)CC2)cc1 | i | -2 | -1 | -1 | 4.8 | -3 | -3 | 2 | -0.3 | -10
Cc1ccc(C(=O)Nc2c(C)cc(-c3ccccc3)oc2=O)cc1 | i | 2 | -2 | -6 | 0.5 | -4 | -8 | 2 | 0.0 | 13
Cc1cc(C(=O)NCCCN(C)C)c2ccccc2n1 | i | -4 | -2 | -6 | -6.9 | 14 | -1 | -4 | 0.1 | -15
O=C(CCC1COc2ccccc2O1)Nc1cccnc1 (stereo not given) | i | 0 | 0 | -5 | -1.1 | 0 | 1 | -2 | 0.9 | 0
CN(CC(=O)Nc1ccccc1Cl)C(=O)CSC(=S)N1CCCC1 | i | -1 | -3 | 4 | -0.9 | 30 | 4 | 4 | -0.8 | 2
CCCCC(=O)Nc1ccc(C(=O)NCCN2CCOCC2)cc1 | i | 3 | 0 | 1 | 0.0 | 3 | -2 | 1 | -0.4 | -1
CN(C)C(=O)COc1ccc(C(=O)/C=C/c2cccnc2)cc1 | i | -1 | 4 | -3 | -0.2 | -3 | 2 | 4 | -0.5 | -9
COC(=O)Nc1ccc(S(=O)(=O)N(C)C)cc1 | i | 1 | -2 | 3 | -0.7 | -4 | 2 | -3 | 0.6 | 0
CCCOc1ccc(C2C(C(=O)c3ccco3)=C(O)C(=O)N2CCCn2ccnc2)cc1 (stereo not given) | i | -5 | 12 | 7 | 4.2 | 1 | -6 | 5 | 0.2 | -7
COc1cc(C(=O)N2CCN(C)CC2)cc(OC)c1OC | i | 4 | -4 | -2 | -2.0 | -7 | 4 | -1 | -0.2 | -5
CCOC(=O)COc1ccc(S(=O)(=O)N2CCN(c3ccc(OC)cc3)CC2)cc1 | i | -1 | -4 | 3 | 0.3 | 8 | 0 | 0 | 0.2 | -7
COc1cc(C(=O)Nc2ccc(F)cc2Cl)ccc1OCC(=O)N1CCOCC1 | i | -2 | -3 | 1 | -1.1 | -22 | -1 | 3 | -0.4 | -3
O=C(Nc1cccc(Cl)c1)c1nc[nH]c1C(=O)NCc1ccccc1 | i | 0 | 7 | 7 | -0.7 | -6 | 24 | -4 | -0.4 | 5
COc1ccc(C2C(C(=O)c3ccco3)=C(O)C(=O)N2CC2CCCO2)c(OC)c1 (stereo not given) | i | -6 | 0 | 2 | -1.3 | 10 | -1 | 0 | -0.7 | 1
Cc1ccc(Oc2ccc(S(=O)(=O)N3CCOCC3)cc2C(N)=O)c(-n2nc3ccccc3n2)c1 | i | -6 | 3 | -2 | 0.2 | -5 | 0 | 4 | -0.8 | -7
CCOc1ccc(NC(=O)CN(C)C(=O)C2CC(=O)N(CCc3ccccc3)C2)cc1OCC (stereo not given) | i | -26 | 4 | 5 | -6.8 | -5 | 1 | -3 | -0.4 | -4

Compound activity from PubChem.
